Screens (PubChem)
Growth percent in the NCI-60 one-dose screen (48 h, 10 µM unless noted): 100 = growth as untreated, 0 = no growth, -100 = all killed.
SK-MEL-2 = SK-MEL-2 melanoma; hit rate 4.7% among 77,000
UACC-62 = UACC-62 melanoma; AID 1794756; hit rate 5.4% among 81,000
UACC-257 = UACC-257 melanoma; hit rate 4.4% among 78,000
HS 578T = HS 578T breast cancer. hit rate 4.1% among 78,000
SK-MEL-28 = SK-MEL-28 melanoma. hit rate 4.1% among 81,000
LOX IMVI = LOX IMVI melanoma; hit rate 7.4% among 79,000; AID 1794757
SK-MEL-5 = SK-MEL-5 melanoma; hit rate 6.4% among 80,000; AID 1794755
MALME-3M = MALME-3M melanoma. hit rate 5.8% among 78,000. AID 1794766
Starred values were filed as active, the others as inactive; . = no result given; & = joins results of further samples; ! = not confirmed by another sample; [ ] = another dose, or the depositor's remark. Rule for the calls: active = growth percent below 10; inactive = the rest. An excerpt; the hit share may differ from the screen's.

The first 21 entries (preview)
SMILES	SK-MEL-2	UACC-62	UACC-257	HS 578T	SK-MEL-28	LOX IMVI	SK-MEL-5	MALME-3M
COc1ccc(Nc2ccnc3cc(Cl)ccc23)cc1CN(CCCl)CCCl	-47*	-87*	-39*	-28*	-38*	-52*	-88*	-85*
CN(C)C(=O)Oc1cccc(Cl)c1	116	90	97	102	105	99	98	83
COc1ccc(OC)c(C(O)C(C)NC(C)(C)C)c1 (configuration not stated)	126	109	87	84	123	106	111	144
c1ccc2c(c1)CCNC2	102	91	104	102	106	91	100	91
COc1ccc2c(c1)c(-c1nc(-c3c[nH]c4ncccc34)cs1)cn2CCCCN1CCOCC1	69	20	80	45	-90*	-35*	26	-67*
CCOc1cccc(-c2nc3c(s2)C2=CC[C@@H]4[C@H](CC[C@]5(C)C(=O)CC[C@@H]45)[C@@]2(C)CC3)c1	103	101	108	89	.	95	97	105
CC(=O)OC1CCC2C3CC4C(F)(F)C45C=CCCC5(C)C3CCC12C (configuration not stated)	132	81	111	110	115	93	102	119
ClCCN(CCCl)c1nc(Cl)c(C2CC(c3ccc4c(c3)OCO4)=NN2c2ccccc2)s1 (configuration not stated)	92	71	87	89	109	95	95	107
CC/C(=N/OC(=O)NC)c1ccccc1	118	100	65	.	109	106	97	119
CCOP(=S)(OCC)Oc1ccc2c(C)c(Cl)c(=O)oc2c1	88	81&75	103&106	89	106&118	101	78&93	138&128
COc1ccc(C2=NN(c3ccccc3)C(c3sc(N(CCCl)CCCl)nc3Cl)C2)cc1 (configuration not stated)	91	65	90	81	98	90	84	99
Oc1ccc(CC2NCCc3cc(O)c(O)cc32)cc1O (configuration not stated)	115	103	97	96	110	94	101	110
CCOC(=O)C(C(=O)OCC)P(=S)(S)c1ccccc1 (configuration not stated)	110	102	100	97	111	101	100	100
Clc1cccc(Cl)c1NC1=NCCS1	114	102	105	108	103	100	104	107
CC[N+](C)(C)CCC(C(N)=O)(c1ccccc1)c1ccccc1	113	101	113	99	105	103	100	101
CCOC(=O)/C(=C\c1ccc(Br)cc1)[Se]c1ccccc1	104	93	97	91	112	96	102	110
ClC(Cl)(Cl)Sc1cccc(Br)c1	109	92	110	95	108	104	108	84
CCCCCCCCCCCC#N	107	104	106	112	111	90	101	.
Cc1nnc([S-])o1.[Au+].c1ccc([PH+](c2ccccc2)c2ccccc2)cc1	48	21	28	30	33	13	27	48
CCOP1(=O)CC(C)=C(Cl)C(P(=O)(OCC)OCC)C1 (configuration not stated)	104	92	77	103	87	93	101	118
O=[N+]([O-])CC(c1ccccc1)c1c(-c2ccccc2)[nH]c2ccccc12 (configuration not stated)	84	64	92	76	100	77	94	79

All compounds of this part, repeating the preview:
SMILES	SK-MEL-2	UACC-62	UACC-257	HS 578T	SK-MEL-28	LOX IMVI	SK-MEL-5	MALME-3M
COc1ccc(Nc2ccnc3cc(Cl)ccc23)cc1CN(CCCl)CCCl	-47*	-87*	-39*	-28*	-38*	-52*	-88*	-85*
CN(C)C(=O)Oc1cccc(Cl)c1	116	90	97	102	105	99	98	83
COc1ccc(OC)c(C(O)C(C)NC(C)(C)C)c1 (configuration not stated)	126	109	87	84	123	106	111	144
c1ccc2c(c1)CCNC2	102	91	104	102	106	91	100	91
COc1ccc2c(c1)c(-c1nc(-c3c[nH]c4ncccc34)cs1)cn2CCCCN1CCOCC1	69	20	80	45	-90*	-35*	26	-67*
CCOc1cccc(-c2nc3c(s2)C2=CC[C@@H]4[C@H](CC[C@]5(C)C(=O)CC[C@@H]45)[C@@]2(C)CC3)c1	103	101	108	89	.	95	97	105
CC(=O)OC1CCC2C3CC4C(F)(F)C45C=CCCC5(C)C3CCC12C (configuration not stated)	132	81	111	110	115	93	102	119
ClCCN(CCCl)c1nc(Cl)c(C2CC(c3ccc4c(c3)OCO4)=NN2c2ccccc2)s1 (configuration not stated)	92	71	87	89	109	95	95	107
CC/C(=N/OC(=O)NC)c1ccccc1	118	100	65	.	109	106	97	119
CCOP(=S)(OCC)Oc1ccc2c(C)c(Cl)c(=O)oc2c1	88	81&75	103&106	89	106&118	101	78&93	138&128
COc1ccc(C2=NN(c3ccccc3)C(c3sc(N(CCCl)CCCl)nc3Cl)C2)cc1 (configuration not stated)	91	65	90	81	98	90	84	99
Oc1ccc(CC2NCCc3cc(O)c(O)cc32)cc1O (configuration not stated)	115	103	97	96	110	94	101	110
CCOC(=O)C(C(=O)OCC)P(=S)(S)c1ccccc1 (configuration not stated)	110	102	100	97	111	101	100	100
Clc1cccc(Cl)c1NC1=NCCS1	114	102	105	108	103	100	104	107
CC[N+](C)(C)CCC(C(N)=O)(c1ccccc1)c1ccccc1	113	101	113	99	105	103	100	101
CCOC(=O)/C(=C\c1ccc(Br)cc1)[Se]c1ccccc1	104	93	97	91	112	96	102	110
ClC(Cl)(Cl)Sc1cccc(Br)c1	109	92	110	95	108	104	108	84
CCCCCCCCCCCC#N	107	104	106	112	111	90	101	.
Cc1nnc([S-])o1.[Au+].c1ccc([PH+](c2ccccc2)c2ccccc2)cc1	48	21	28	30	33	13	27	48
CCOP1(=O)CC(C)=C(Cl)C(P(=O)(OCC)OCC)C1 (configuration not stated)	104	92	77	103	87	93	101	118
O=[N+]([O-])CC(c1ccccc1)c1c(-c2ccccc2)[nH]c2ccccc12 (configuration not stated)	84	64	92	76	100	77	94	79
O=[N+]([O-])c1cc([N+](=O)[O-])c(F)cc1F	119	104	132	110	101	104	102	122
CC(C)[C@H](NC(=O)[C@H]1CCCCN1C)C(=O)N(C)[C@H](CC(=O)c1nc(C(=O)N[C@@H](Cc2ccccc2)C[C@H](C)C(=O)O)cs1)C(C)C	70	68	84	95	93	77	81	84
FC(F)(F)/C=C(\N1CC1)C(F)(F)F	115	103	108	93	102	93	103	96
C#Cc1cccc(Oc2ccc(NS(=O)(=O)F)cc2)c1	104[8.25 µM]	89[8.25 µM]	95[8.25 µM]	91[8.25 µM]	115[8.25 µM]	91[8.25 µM]	97[8.25 µM]	106[8.25 µM]
CCCc1ccccn1	96	101	93	104	103	98	100	104
Cn1cccc1-c1cccnc1	92	98	90	93	103	98	102	104
CC12CCC3C(C/C(=N\O)C4=CC(=O)CCC43C)C1CCC2=O (configuration not stated)	107	102	112	110	115	104	105	101
CC(=O)NC1=C(N2CC2C)C(=O)C(NC(C)=O)=C(N2CC2C)C1=O (configuration not stated)	109	101	107	104	105	100	108	113
COc1cc(/C=C/[N+](=O)[O-])cc(Br)c1OC	.	-5.6*	-13*	.	-20*	-100*	25	98
CNC(=O)Oc1ccccc1	118	102	102	.	86	106	97	105
CCCCN(CCCC)N=O	101	107	113	104	112	100	101	107
CC[C@H](C)[C@H](NC(=O)c1ncccn1)C(=O)N(C)[C@H](C[C@@H](OC(C)=O)c1nc(C(=O)N[C@@H](Cc2ccccc2)C[C@H](C)C(=O)OC)cs1)C(C)C	44	47	50	18	50	21	21	61
COc1ccccc1N1CCN(Cc2ccccc2)CC1	104	99	101	105	103	100	105	101
c1ccc(C2CO2)cc1 (configuration not stated)	106	110&93	109&98	114&110	119&110	103&90	104&98	97&88
CC1CNC(=S)S1 (configuration not stated)	103	102	98	103	114	108	101	108
O=C(NCCCNCCCCCCCNCCCNC(=O)C1CCC2(CC1)OOC1(O2)C2CC3CC(C2)CC1C3)C1CCC2(CC1)OOC1(O2)C2CC3CC(C2)CC1C3 (configuration not stated)	88	98	94	98	100	82	87	91
CC1CCC2(O)C3(C)CC4(O)OC2(C1O)C1(O)C3(O)C(OC(=O)c2ccc[nH]2)C(O)(C(C)C)C41C (configuration not stated)	113	106	98	.	.	51	.	103
O=NN(CCF)C(=O)NCCO	.	98	102	110	111	95	101	99
C[C@H]1[C@H](OC(=O)CCC(=O)Nc2cnccn2)O[C@@H]2OC3(C)CC[C@H]4[C@H](C)CC[C@@H]1[C@@]24OO3	31	26	56	29	40	-73*	27	27
CCC1(O)CCC2C3CC=C4CCCCC4C3CCC21C (configuration not stated)	101	94	100	111	110	108	110	143
O=C(NCCCCCCN1CC1)Nc1ccccc1	115	104	103	102	117	78	105	123
CNC(=O)Oc1ccc(SC)c(C)c1	87	94	103	105	101	67	96	116
COc1ccc(-n2c(Sc3nnc(N)s3)nc3ccc(Cl)cc3c2=O)cc1	113	98	96	97	102	99	97	93
COC(C(=O)[C@@H](O)[C@@H](C)O)[C@@H]1Cc2cc3cc(O[C@H]4C[C@@H](O[C@H]5C[C@@H](O)[C@H](O)C(C)O5)[C@H](O)C(C)O4)c(C)c(O)c3c(O)c2C(=O)[C@H]1O[C@H]1C[C@@H](O[C@H]2C[C@@H](O[C@H]3C[C@@H](O)[C@@H](O)C(C)O3)[C@@H](O)C(C)O2)[C@H](O)C(C)O1 (some centres not stated)	-61*	-52*	-39*	15	-9.9*	-11*	-49*	-39*
N#[N+]c1nc2nc(N)[nH]c(=O)c2[nH]1	101	98	89	93	111	99	92	107
CCOC(=O)CC(SP(=S)(OC)OC)C(=O)OCC (configuration not stated)	101	95	104	102	100	96	102	97
COC1OC(CO)C(O)C(O)[CH]1[Hg][O]C(C)=O (configuration not stated)	107	86	.	90	97	82	86	76
O=[N+]([O-])c1ccc(N2CCNCC2)c2nonc12	101	94	100	101	109	89	94	114
O=C(NCCCOc1ccc([N+](=O)[O-])cc1Cl)Nc1cccc(S(=O)(=O)F)c1	100	87	92	108	118	89	101	105
CC(=O)OCC1=C(C(=O)O)N2C(=O)[C@@H](NC(=O)CCCC(N)C(=O)O)C2SC1 (some centres not stated)	121	98	106	113	116	97	103	96
O=C1NC(=O)C(=Cc2ccco2)C(=O)N1	104&98	102&104	118&107	102&120	103&120	95&101	106&104	93
CC1([N+](=O)[O-])COP(=O)(Nc2ccccc2F)OC1 (configuration not stated)	92	107	102	109	110	98	105	101
CCC(=O)Nc1ccccc1	87	103	110	108	112	106	109	97
CNCC(=O)c1ccccc1	106	100	113	110	105	100	103	98
C=C1C/C(=C/C)C(=O)O[C@@H]2CCN3CC=C(COC(=O)[C@]1(C)O)[C@H]23	84	63	108	110	.	104	95	135
Cc1cccc(OC(=O)CCl)c1	104	100	99	102	114	90	91	98
O=C(CCl)NC1CCCCC1	.	107	.	125	114	103	101	115
O=c1[nH]c2ccccc2n1C1CCN(CCCC(c2ccc(F)cc2)c2ccc(F)cc2)CC1	64&96	30&38	-28*!	-35*!	-53*!	-23*!	-86*!	-56*
ClC1=C(Cl)C(Cl)(C2(Cl)C(Cl)=C(Cl)C(Cl)=C2Cl)C(Cl)=C1Cl	17	-19*	-60*	53	-18*	-85*	-22*	-68*
Going on with the list.
SMILES	SK-MEL-2	UACC-62	UACC-257	HS 578T	SK-MEL-28	LOX IMVI	SK-MEL-5	MALME-3M
COC(=O)C1C(=O)n2c(c(C)c3ccccc32)[C@@]2(C)CCC[C@H]1C2 (some centres not stated)	106	86	108	102	101	99	98	106
O=C(NNC(=O)C(Cl)Cl)C(Cl)Cl	104	98	84	124	100	99	105	104
Cc1c2ccccc2c(C)[n+]2ccccc12	104	101	105	121	106	96	97	100
Oc1ccc(O)c2c1C1(Cl)C(Cl)=C(Cl)C2(Cl)C1(Cl)Cl	31	37	47	56	68	43	42	20
CCNc1nc(Cl)nc(NCC)n1	.	102	89	97	115	98	98	133
COc1ccc(N2C(=O)C(=O)N(c3ccc(OC)cc3)P2(=O)N(CCCl)CCCl)cc1	108	98	110	94	107	98	107	.
CC(C)(N)Cc1ccccc1	108	107	101	97	116	103	116	112
COc1cc2c(cc1OC)C13CCN4C(=O)C(=O)C(CC41)C1C(OCC(=O)O)CC(=O)N2C13 (configuration not stated)	105	95	86	96	103	98	108	92
O=C(c1ccccc1)N1CC1	111	102	107	92	102	96	93	106
CC(C)OP(=O)(OC(C)C)C(O)C(Cl)(Cl)Cl (configuration not stated)	121	110	99	119	96	107	.	105
BrCC(Br)CBr	105	102	102	137	113	104	110	138
C=CCOP(OCC=C)OCC=C	108	102	111	112	104	107	107	118
Cc1cc(O)ccc1[N+](=O)[O-]	133	99	97	104	108	103	.	112
